mIAP block – blocks mouse intestinal alkaline phosphatase | purified mouse IAP, CDP-Star luminescence, 30 min | inhibition, % at 10 µM | 0.2% of 330,000 active | AID 2806;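 active = inhibition of at least 40% at 10 µM in the primary screen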;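 note: plate controls were DMSO with enzyme for no effect and no enzyme wells for full effect; values of inactives mirror those of a sister screen read the other way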
mIAP activ – increases mouse intestinal alkaline phosphatase activity; muIAP, CDP-Star luminescence, 30 min; active compounds read high; 1 = vehicle-only enzyme signal, 0 = enzyme-free wells; activation factor at 10 µM; 0.24% of 330,000 active; AID 2805;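 active = activation factor of at least 2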; note: the source names both 10 and 20 µM as test concentration; values of inactives mirror those of a sister screen read the other way
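Assay system: mouse IAP enzyme / Compound: DMSO-dissolved test compounds / Timing: 30 min, room temperature / Measured by: luminescence from enzymatic CDP-Star hydrolysis / Control set: DMSO-only wells, enzyme-free buffer wells as negative control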
tim10-1 inh – inhibits growth of tim10-1 mutant yeast | S. cerevisiae tim10-1 ts strain growth, BacTiter-Glo, 24 h | inhibition, % at 20 µM | 2.2% of 330,000 active | AID 463190;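 active = inhibition of at least 40%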;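 note: mutant grown at 25 °C; 0% = DMSO wells with yeast and 100% = wells holding no yeast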
APOBEC3A inh – inhibitors of human APOBEC3A DNA deaminase. recombinant A3A, FAM/TAMRA ssDNA deamination fluorescence. 0.41% of 330,000 active. AID 493011. P31941. inhibition, % at 20 µM;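 active = at least 40% inhibition at 20 µM here, with at most 30% in a related deaminase screen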;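 note: plate controls were A3A with DMSO for no effect and wells lacking A3A enzyme for full effect; some results filed as inactive read as strong as hits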
NALP3 yeast inh – blocks the NALP3 inflammasome reconstituted in yeast | Yeast reconstituted NLRP3/ASC/caspase-1, beta-gal luminescence, 24 h | inhibition, % at 10 µM | 0.39% of 330,000 active;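 active = inhibition of 50% or more; inactive = inhibition below 50%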;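 note: plate controls were induced DMSO wells for no effect and uninduced yeast grown without galactose for full effect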
TIM10 inh – TIM10 yeast growth inhibition; 1.4% of 330,000 active; AID 463195; inhibition, % at 10 µM; S. cerevisiae TIM10 strain growth, BacTiter-Glo luminescence, 24 h;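 active = inhibition of 40% or more at the single tested concentration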;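 note: wild-type TIM10 isogenic control strain grown at permissive 25 °C; 0% = DMSO yeast wells and 100% = minimal medium wells without yeast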
hIAP inh – blocks human intestinal alkaline phosphatase; AID 2544; P09923; purified IAP, CDP-Star luminescence, 30 min; inhibition, % at 10 µM; 0.12% of 330,000 active;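 active = inhibition reaching a set limit with compound at 10 µM in the primary screen, cut at about 35% in these data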;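 note: plate controls were DMSO wells with enzyme for no effect and no-enzyme buffer wells for full effect; values of inactives mirror those of a sister screen read the other way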
Target sequence (P09923 whole entry, looked up): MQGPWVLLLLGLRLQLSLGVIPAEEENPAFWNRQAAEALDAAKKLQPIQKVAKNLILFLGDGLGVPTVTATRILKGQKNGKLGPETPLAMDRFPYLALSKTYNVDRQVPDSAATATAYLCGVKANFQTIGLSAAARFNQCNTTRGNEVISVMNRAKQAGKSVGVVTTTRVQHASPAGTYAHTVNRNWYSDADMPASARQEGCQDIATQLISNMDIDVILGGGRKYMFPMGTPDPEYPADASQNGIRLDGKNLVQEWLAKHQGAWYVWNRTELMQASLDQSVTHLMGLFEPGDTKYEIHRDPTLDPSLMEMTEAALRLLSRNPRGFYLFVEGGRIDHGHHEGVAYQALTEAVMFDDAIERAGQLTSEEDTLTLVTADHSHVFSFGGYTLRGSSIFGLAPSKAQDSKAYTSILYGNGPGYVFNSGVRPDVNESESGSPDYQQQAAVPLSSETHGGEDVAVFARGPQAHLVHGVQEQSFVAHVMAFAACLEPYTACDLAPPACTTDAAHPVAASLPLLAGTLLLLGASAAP
A3G deaminase – blocks human APOBEC3G single-stranded DNA deamination. Q9HC16. recombinant A3G, ssDNA deamination FAM/TAMRA fluorescence. inhibition, % at 20 µM. 0.28% of 330,000 active;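 active = inhibition of at least 40% at 20 µM, with no more than 30% in the related APOBEC3A deaminase screen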;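 note: plate controls were DMSO wells with A3G for no effect and wells lacking A3G enzyme for full effect; some compounds called inactive have numbers as strong as hits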
Target sequence (Q9HC16 whole entry, looked up): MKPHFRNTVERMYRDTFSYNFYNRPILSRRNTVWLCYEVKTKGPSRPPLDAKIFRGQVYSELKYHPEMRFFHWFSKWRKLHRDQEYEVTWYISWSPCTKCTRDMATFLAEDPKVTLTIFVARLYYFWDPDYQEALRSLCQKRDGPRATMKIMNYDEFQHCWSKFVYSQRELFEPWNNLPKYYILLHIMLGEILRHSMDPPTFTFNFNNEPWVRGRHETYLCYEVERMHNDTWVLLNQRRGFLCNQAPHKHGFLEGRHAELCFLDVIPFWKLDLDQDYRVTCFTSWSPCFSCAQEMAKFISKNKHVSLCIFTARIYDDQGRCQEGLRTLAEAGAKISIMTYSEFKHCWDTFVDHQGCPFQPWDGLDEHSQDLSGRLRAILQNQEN
MIN6 prolif – induces beta-cell replication in MIN6 cells | MIN6 cells proliferation, ATPlite luminescence, 48 h; cells starved in 0.2% serum; 100% = growth in 10% serum | proliferation, % at 10 µM | 0.29% of 330,000 active | AID 2380;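 active = compounds whose signal lies at least 3.5 SD above the mean of all wells on their plate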;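 note: 0% = DMSO-treated cells in low-serum medium and 100% = 10% serum control; some compounds called inactive have numbers as strong as hits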
Starred values were filed as active, the others as inactive. Hits appear at their usual frequency; overall some 4.6% were active at least once.

For O=C(COc1ccc2c3c(c(=O)oc2c1)CCC3)c1ccc2c(c1)OCO2 the results were mIAP block 7, mIAP activ 0.93, tim10-1 inh 21, APOBEC3A inh 0, NALP3 yeast inh 16, TIM10 inh 15, hIAP inh -13, A3G deaminase -5 and MIN6 prolif -1.
Screening CCN(Cc1ccc(N(C)C)cc1)C(C)C(=O)Nc1ccc(S(=O)(=O)N2CCCC2)cc1 (stereo not given) returned mIAP block 1, mIAP activ 0.99, tim10-1 inh 2, APOBEC3A inh -2, NALP3 yeast inh 14, TIM10 inh -3, hIAP inh 8, A3G deaminase -2 and MIN6 prolif -2.
`C#CCOC(=O)c1ccccc1C(=O)OCC#C` gave mIAP block -1, mIAP activ 1, tim10-1 inh -9, APOBEC3A inh -1, NALP3 yeast inh 17, TIM10 inh 1, hIAP inh 9, A3G deaminase -1 and MIN6 prolif -1.
`CC(=O)Nc1cccc(NS(=O)(=O)c2c(C)noc2C)c1` gave mIAP block -4, mIAP activ 1, tim10-1 inh 13, APOBEC3A inh 5, NALP3 yeast inh 9, TIM10 inh 2, hIAP inh 2, A3G deaminase 2 and MIN6 prolif -2.
`COc1ccc(OCC(=O)NCCCNC(=O)COc2ccc(OC)cc2)cc1` gave mIAP block 8, mIAP activ 0.92, tim10-1 inh -3, APOBEC3A inh -1, NALP3 yeast inh 19, TIM10 inh 9, hIAP inh 3, A3G deaminase 0 and MIN6 prolif -4.
O=C(c1ccc2ccccc2n1)N1CCN(c2ccccn2)CC1 was read as mIAP block 0, mIAP activ 1, tim10-1 inh 17, APOBEC3A inh -2, NALP3 yeast inh -4, TIM10 inh 10, hIAP inh -13, A3G deaminase -4 and MIN6 prolif -2.
CCN(CC)S(=O)(=O)c1cccc(C(=O)N/N=C/c2cc(OC)c(O)c(OC)c2)c1 was read as mIAP block 14, mIAP activ 0.86, tim10-1 inh 8, APOBEC3A inh 1, NALP3 yeast inh -1, TIM10 inh 5, hIAP inh 12, A3G deaminase 1 and MIN6 prolif 0.
`O=C(CCOc1ccccc1)Nc1cccc([N+](=O)[O-])c1` gave mIAP block 14, mIAP activ 0.86, tim10-1 inh 15, APOBEC3A inh -3, NALP3 yeast inh 6, TIM10 inh 21, hIAP inh -4, A3G deaminase -10 and MIN6 prolif -2.
Screening COc1ccc(NS(=O)(=O)c2cc(C)ccc2NC(=O)c2cc(C)oc2C)cc1 returned mIAP block -5, mIAP activ 1.1, tim10-1 inh 19, APOBEC3A inh -2, NALP3 yeast inh 8, TIM10 inh 7, hIAP inh -4, A3G deaminase -7 and MIN6 prolif -6.
For CCOn1c(SCC)nc2ccccc2c1=O the results were mIAP block 10, mIAP activ 0.9, tim10-1 inh 9, APOBEC3A inh -2, NALP3 yeast inh 12, TIM10 inh 3, hIAP inh 6, A3G deaminase -10 and MIN6 prolif 1.
`CN(CCO)c1ccc([N+](=O)[O-])cc1C(=O)O` gave mIAP block 0, mIAP activ 1, tim10-1 inh 6, APOBEC3A inh -1, NALP3 yeast inh 15, TIM10 inh 3, hIAP inh 8, A3G deaminase -2 and MIN6 prolif 2.
`CCOc1cc(/C=N\Nc2nc(-c3ccc(C)cc3)c(NC(C)=O)s2)ccc1O` gave mIAP block 10, mIAP activ 0.9, tim10-1 inh 17, APOBEC3A inh -5, NALP3 yeast inh -38, TIM10 inh 6, hIAP inh 9, A3G deaminase 5 and MIN6 prolif -1.
Screening COC(=O)C(C)Sc1nc2ccsc2c(=O)n1Cc1ccccc1 (stereo not given) returned mIAP block -7, mIAP activ 1.1, tim10-1 inh -6, APOBEC3A inh 3, NALP3 yeast inh 2, TIM10 inh -13, hIAP inh 16, A3G deaminase -9 and MIN6 prolif -3.
`COc1ccc(C)cc1NC(=O)CSc1nnc(-c2ccco2)n1N` gave mIAP block 3, mIAP activ 0.97, tim10-1 inh 7, APOBEC3A inh 0, NALP3 yeast inh 4, TIM10 inh -3, hIAP inh 4, A3G deaminase -8 and MIN6 prolif 0.
CCOC(=O)c1c(S(=O)(=O)NCC(=O)N2CCN(c3cccc(OC)c3)CC2)c(C)n(C)c1C was read as mIAP block 5, mIAP activ 0.95, tim10-1 inh 17, APOBEC3A inh -7, NALP3 yeast inh 15, TIM10 inh 2, hIAP inh -7, A3G deaminase -6 and MIN6 prolif 7.
For C/C=C(\C)c1nnc(NC(=O)C(C)C)s1 the results were mIAP block -5, mIAP activ 1, tim10-1 inh -3, APOBEC3A inh 0, NALP3 yeast inh -24, TIM10 inh -9, hIAP inh 0, A3G deaminase 3 and MIN6 prolif -1.
CCC(C)(C(=O)NC1CCCCC1)N(C(=O)CNC(=O)c1ccccc1)c1c(C)n(C)n(-c2ccccc2)c1=O (stereo not given) was read as mIAP block -7, mIAP activ 1.1, tim10-1 inh -3, APOBEC3A inh -5, NALP3 yeast inh 10, TIM10 inh 11, hIAP inh -2, A3G deaminase -12 and MIN6 prolif 2.
O=C(O)CCC(=O)N1CCc2cc(S(=O)(=O)N3CCN(c4ccc(F)cc4)CC3)ccc21 was read as mIAP block 3, mIAP activ 0.97, tim10-1 inh 8, APOBEC3A inh 4, NALP3 yeast inh 16, TIM10 inh -3, hIAP inh 9, A3G deaminase 6 and MIN6 prolif -3.
`O=C(CSc1ncccn1)NC(=O)Cc1ccccc1` gave mIAP block 6, mIAP activ 0.94, tim10-1 inh -13, APOBEC3A inh -6, NALP3 yeast inh 20, TIM10 inh 7, hIAP inh -4, A3G deaminase -6 and MIN6 prolif -3.
For Cc1ccc(N(CC(=O)Nc2ccc(F)cc2)S(=O)(=O)N2CCCC2)cc1 the results were mIAP block -18, mIAP activ 1.2, tim10-1 inh 35, APOBEC3A inh 1, NALP3 yeast inh 23, TIM10 inh 1, hIAP inh -3, A3G deaminase -3 and MIN6 prolif 1.
CCCN(CCC)C(=O)C1CC(=O)OC12CCCCC2 (stereo not given) was read as mIAP block -5, mIAP activ 1.1, tim10-1 inh 17, APOBEC3A inh 5, NALP3 yeast inh 15, TIM10 inh 14, hIAP inh 6, A3G deaminase 1 and MIN6 prolif 0.
Screening CSCCC(NC(=O)c1cccc(C)c1)C(=O)NCc1cccs1 (stereo not given) returned mIAP block -3, mIAP activ 1, tim10-1 inh 3, APOBEC3A inh -2, NALP3 yeast inh 22, TIM10 inh 5, hIAP inh -21, A3G deaminase 0 and MIN6 prolif 0.
`OC(CN1CCCC(C(F)(F)F)C1)c1ccccc1` (stereo not given) gave mIAP block -5, mIAP activ 1, tim10-1 inh 18, APOBEC3A inh -5, NALP3 yeast inh 7, TIM10 inh 2, hIAP inh -14, A3G deaminase -6 and MIN6 prolif -2.
For Cc1onc(-c2ccccc2Cl)c1C(=O)Nc1ccc(-n2nncc2C(C)(C)C)cc1 the results were mIAP block -4, mIAP activ 1, tim10-1 inh 15, APOBEC3A inh 3, NALP3 yeast inh 14, TIM10 inh 0, hIAP inh 7, A3G deaminase 4 and MIN6 prolif -1.
For CCOC(=O)c1c(NC(=O)COC(=O)/C=C/c2ccco2)sc2c1CC(C)(C)NC2(C)C the results were mIAP block 8, mIAP activ 0.92, tim10-1 inh 30, APOBEC3A inh 23, NALP3 yeast inh 8, TIM10 inh 17, hIAP inh 2, A3G deaminase 0 and MIN6 prolif -7.
For CCc1cccc(C)c1NC(=S)N(CCCN1CCOCC1)Cc1cccnc1 the results were mIAP block 5, mIAP activ 0.95, tim10-1 inh 5, APOBEC3A inh -2, NALP3 yeast inh -2, TIM10 inh 13, hIAP inh 0, A3G deaminase -14 and MIN6 prolif 0.
For OCC[C@H]1C[C@@H](O)[C@H](O)[C@@]2(OCCc3ccccc32)O1 the results were mIAP block 9, mIAP activ 0.91, tim10-1 inh 0, APOBEC3A inh 0, NALP3 yeast inh 3, TIM10 inh 2, hIAP inh -12, A3G deaminase -6 and MIN6 prolif 0.
S=C(Nc1nc2c(s1)CCCC2)NC1CC1 was read as mIAP block 7, mIAP activ 0.93, tim10-1 inh 41*, APOBEC3A inh -7, NALP3 yeast inh 7, TIM10 inh 10, hIAP inh -41, A3G deaminase -3 and MIN6 prolif -2.
`O=C(Nc1ccc(-c2noc(CCc3ccccc3)n2)cc1)c1ccco1` gave mIAP block 10, mIAP activ 0.9, tim10-1 inh 38, APOBEC3A inh -1, NALP3 yeast inh 7, TIM10 inh 30, hIAP inh -41, A3G deaminase 12 and MIN6 prolif -4.
`CCN(CC)CCNC(=O)c1ccc(NC(=O)COc2ccccc2F)cc1` gave mIAP block 5, mIAP activ 0.95, tim10-1 inh 5, APOBEC3A inh 0, NALP3 yeast inh 9, TIM10 inh 4, hIAP inh -8, A3G deaminase -2 and MIN6 prolif 4.

Filtered by structure: the entries above with two or more sulfur atoms (3)
Screening COC(=O)C(C)Sc1nc2ccsc2c(=O)n1Cc1ccccc1 (stereo not given) returned mIAP block -7, mIAP activ 1.1, tim10-1 inh -6, APOBEC3A inh 3, NALP3 yeast inh 2, TIM10 inh -13, hIAP inh 16, A3G deaminase -9 and MIN6 prolif -3.
Screening CSCCC(NC(=O)c1cccc(C)c1)C(=O)NCc1cccs1 (stereo not given) returned mIAP block -3, mIAP activ 1, tim10-1 inh 3, APOBEC3A inh -2, NALP3 yeast inh 22, TIM10 inh 5, hIAP inh -21, A3G deaminase 0 and MIN6 prolif 0.
S=C(Nc1nc2c(s1)CCCC2)NC1CC1 was read as mIAP block 7, mIAP activ 0.93, tim10-1 inh 41*, APOBEC3A inh -7, NALP3 yeast inh 7, TIM10 inh 10, hIAP inh -41, A3G deaminase -3 and MIN6 prolif -2.

(cont.)
For COC(=O)c1ccc(Cl)c(NC(=O)NC2CCCCC2)c1 the results were mIAP block -14, mIAP activ 1.1, tim10-1 inh 18, APOBEC3A inh -15, NALP3 yeast inh -9, TIM10 inh -2, hIAP inh 4, A3G deaminase 0 and MIN6 prolif -3.
`CC(C)CC(=O)NC(=S)N(Cc1ccccc1)Cc1ccccc1` gave mIAP block -1, mIAP activ 1, tim10-1 inh 31, APOBEC3A inh 1, NALP3 yeast inh 29, TIM10 inh 27, hIAP inh 22, A3G deaminase -5 and MIN6 prolif 0.
For CCOc1cc(Br)c(CN2C(=O)NC3(CCCCCC3)C2=O)cc1OCC the results were mIAP block 3, mIAP activ 0.97, tim10-1 inh -9, APOBEC3A inh -2, NALP3 yeast inh 6, TIM10 inh 20, hIAP inh 7, A3G deaminase -9 and MIN6 prolif 1.
`N#CCSc1ccc2nc(-c3ccccc3)cn2n1` gave mIAP block 8, mIAP activ 0.92, tim10-1 inh 34, APOBEC3A inh -1, NALP3 yeast inh 48, TIM10 inh 9, hIAP inh 2, A3G deaminase -9 and MIN6 prolif -3.
For c1ccc(Nc2nc3ccccc3n3nnnc23)cc1 the results were mIAP block 6, mIAP activ 0.94, tim10-1 inh 20, APOBEC3A inh 1, NALP3 yeast inh 19, TIM10 inh 2, hIAP inh 5, A3G deaminase 2 and MIN6 prolif 2.
O=C(CSc1ncn(-c2ccccc2)n1)Nc1nncs1 was read as mIAP block -6, mIAP activ 1.1, tim10-1 inh 9, APOBEC3A inh -1, NALP3 yeast inh -7, TIM10 inh -1, hIAP inh 2, A3G deaminase -8 and MIN6 prolif -3.

Assay outcomes deposited in PubChem by Sanford-Burnham Center for Chemical Genomics.
